Screening results as filed in PubChem BioAssay.
KCNH2 3.1 block: qHTS for Inhibitors of KCHN2 3.1: Mutant qHTS; AID 720553, 2013; U2OS KCNH2 3.1, thallium flux FluxOr; stronger effect = lower value; hit rate 0.95% among 340,000; activity change, % (tested at about 1.8 µM);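 active = maximum activity change below -70%; inconclusive = maximum activity change from -70% to -50%; inactive = maximum activity change above -50%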;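 note: thallium influx rate constant from kinetic fluorescence after stimulation buffer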
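Virally transduced U2OS (3.1 isoform, 4 h infection in dark at RT) → overnight 37 C → FluxOr + Red40 in HBSS/HEPES, 45 min → stimulation buffer, 2 min kinetic read → rate constant vs DMSO controls.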
ELG1 repair inh: qHTS screen for small molecules that inhibit ELG1-dependent DNA repair in human embryonic kidney (HEK293T) cells expressing luciferase-tagged ELG1; HEK293T ELG1-luciferase reporter, luminescence, 16 h; DNA damage induced by 5-fluorouridine; Potency, µM (series often up to 46.1 µM), without a hit: at the highest dose activity change, negative = inhibition, hits mostly inhibitors; hit rate 2.3% among 330,000; AID 504467, 2011; active = well fitted inhibition curve with a large enough effect; inconclusive = small, poorly fitted or top-dose-only effect, or effect the other way; note: potency is the fitted concentration of half-maximal effect; nearly all actives have a fitted effect of over 55% in size
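Step one: seed 2,000 cells per well. Step two: pin-transfer compound or DMSO alongside 5-fluorouridine. Step three: incubate 16 hr, 37 °C, 5% CO2. Step four: add ONE-Glo, wait 30 min, read luminescence.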
Starred values were filed as active, the others as inactive. % is set by controls: 0 for no effect and ±100 for the full control effect.

For COc1ccc(-c2sc3ccc(OC)cc3c2-c2ccc(OC)nc2)cc1 the results were KCNH2 3.1 block 5 and ELG1 repair inh inconclusive.
C[C@H](CO)N1C[C@H](C)[C@@H](CN(C)Cc2ccc3c(c2)OCO3)Oc2ccc(NS(C)(=O)=O)cc2C1=O was read as KCNH2 3.1 block -15 and ELG1 repair inh 0%.
O=C(COC(=O)C1=COCCO1)Nc1cc(C(F)(F)F)ccc1Cl was read as KCNH2 3.1 block 5 and ELG1 repair inh 2%.
Screening COC(=O)[C@@]12CCCCN1[C@H](c1ccc(-c3ccc(F)cc3)cc1)[C@H]1C(=O)N(C)C(=O)[C@H]12 returned KCNH2 3.1 block -10 and ELG1 repair inh inconclusive.
CCC1CCCCN1C(=O)COC(=O)COc1ccc(Br)cc1 (configuration not stated) was read as KCNH2 3.1 block 2 and ELG1 repair inh 1%.
For COc1cc(/C=C/C(=O)OCC(=O)NCCCc2ccccc2)ccc1O the results were KCNH2 3.1 block -20 and ELG1 repair inh 0%.
Cc1cc(SCC(=O)N2CCCC2=O)nc2ccccc12 was read as KCNH2 3.1 block -2 and ELG1 repair inh 8%.
For O=C(NNC(=O)c1ccccc1F)c1ccc(S(=O)(=O)N2CCCCC2)cc1 the results were KCNH2 3.1 block -1 and ELG1 repair inh 1%.
Screening Cc1cc(-n2c(C)cc(C(=O)COc3ccc(Cl)cc3C(N)=O)c2C)no1 returned KCNH2 3.1 block -6 and ELG1 repair inh inconclusive.
For C[C@@H]1CN([C@@H](C)CO)C(=O)c2cc(NC(=O)Nc3ccc4c(c3)OCO4)ccc2O[C@H]1CN(C)S(=O)(=O)c1ccc(F)cc1 the results were KCNH2 3.1 block 5 and ELG1 repair inh 26µM*.
For C=CC[C@@H](CC(=O)N[C@@H](CO)Cc1ccccc1)C(=O)NCCOC(=O)[C@@H](CC=C)CC(=O)OC(C)(C)C the results were KCNH2 3.1 block 18 and ELG1 repair inh 18%.
`COCCCNC(=O)CC1C[C@H](C(=O)N2CCOCC2)[C@@]2(CCC3CCCC3)c3[nH]c4ccc(OC)cc4c3CCN2C1=O` (some centres not stated) gave KCNH2 3.1 block -4 and ELG1 repair inh 3%.
CC1(C)C[C@H]2C3=CCC4[C@@]5(C)CC[C@H](O)C(C)(C)C5CC[C@@]4(C)[C@]3(C)[C@@H](O)[C@@H](O)[C@@]2(CO)[C@@H](O)[C@@H]1O (some centres not stated) was read as KCNH2 3.1 block -1 and ELG1 repair inh -14%.
`Cc1ccc(S(=O)(=O)N2CCC[C@H]2C(=O)Nc2ccc(F)cc2C)cc1` gave KCNH2 3.1 block 15 and ELG1 repair inh -26%.
`C[C@H]1COC(=O)[C@H](NC(=O)OCC2c3ccccc3-c3ccccc32)C/C=C\C[C@H](CC(=O)N(CCO)Cc2ccccc2)C(=O)N1` gave KCNH2 3.1 block -5 and ELG1 repair inh 26µM*.
Screening O=C(C[C@H]1C[C@H](C(=O)N2CCOCC2)[C@@]2(CCC3CCCC3)c3[nH]c4ccc(Cl)cc4c3CCN2C1=O)NCCc1ccccn1 returned KCNH2 3.1 block 13 and ELG1 repair inh 14%.
For Cc1nc(SCC(=O)NCCN2C(=O)CSC2=O)nc(C)c1C the results were KCNH2 3.1 block -2 and ELG1 repair inh 12%.
Cc1ccc(CNC(=O)c2cc(-c3ccccc3C)nn2CC2CC(c3cccnc3)=NO2)cc1 (configuration not stated) was read as KCNH2 3.1 block 5 and ELG1 repair inh inconclusive.
Screening CCc1noc(C)c1C(=O)OCC(=O)c1ccc(NC(C)=O)cc1F returned KCNH2 3.1 block -5 and ELG1 repair inh -1%.
CCN(C[C@H]1N[C@@](CC)(C(=O)OC)[C@H]2C(=O)N(Cc3ccccc3)C(=O)[C@@H]12)S(=O)(=O)c1ccccc1 was read as KCNH2 3.1 block 4 and ELG1 repair inh -17%.
`Cc1cccc(C)c1NC(=O)CNC(=O)c1ccc2c(c1)NC(=O)CS2` gave KCNH2 3.1 block 7 and ELG1 repair inh 0%.
Cc1ccc(C)c(NC(=O)COC(=O)CC2CC3CCC2C3)c1 (configuration not stated) was read as KCNH2 3.1 block 13 and ELG1 repair inh -5%.
Cc1cc(N2CCCC2)ccc1NC(=O)COc1ccc(Cl)cc1 was read as KCNH2 3.1 block 0 and ELG1 repair inh -11%.
Screening CCOc1ccc(NC(=O)COC(=O)Cc2ccsc2)cc1 returned KCNH2 3.1 block 9 and ELG1 repair inh 1%.
Cc1nn(CC(=O)c2ccc3c(c2)OCCO3)c(=O)c(C#N)c1C was read as KCNH2 3.1 block 9 and ELG1 repair inh 18%.
Screening COC(=O)[C@]1(C)N[C@H](CN(C)S(=O)(=O)c2ccc(-c3ccccc3)cc2)[C@@H]2C(=O)N(C)C(=O)[C@@H]21 returned KCNH2 3.1 block -14 and ELG1 repair inh -3%.
Screening CC1(C(=O)OCC(=O)Nc2ccc(S(=O)(=O)N3CCOCC3)cc2)CC1(Cl)Cl (configuration not stated) returned KCNH2 3.1 block -1 and ELG1 repair inh -14%.
For CCOc1ccccc1NC(=O)c1ccc(OCC(=O)N2CCOCC2)c(OC)c1 the results were KCNH2 3.1 block 5 and ELG1 repair inh 7%.
For C[C@H](CO)N1C[C@H](C)[C@@H](CN(C)Cc2ccncc2)Oc2ccc(NC(=O)CCCCCC(=O)Nc3ccccc3N)cc2C1=O the results were KCNH2 3.1 block 9 and ELG1 repair inh 5%.
Cc1c(C(=O)N2CCN(S(=O)(=O)c3ccccc3)CC2)oc2ccc(Br)cc12 was read as KCNH2 3.1 block -1 and ELG1 repair inh inconclusive.
`O=C(C[C@H]1C[C@H](C(=O)N2CCCCC2)[C@@]2(CCc3ccccc3)c3[nH]c4cc(-c5ccco5)ccc4c3CCN2C1=O)NCCN1CCOCC1` gave KCNH2 3.1 block -11 and ELG1 repair inh -17%.
Screening COC(=O)[C@]1(C)N[C@H](CN(C)C(=O)Nc2ccc(OC)cc2)[C@@H]2C(=O)N(Cc3ccccc3)C(=O)[C@@H]21 returned KCNH2 3.1 block -14 and ELG1 repair inh 9%.
COc1ccc(NC(=O)Nc2ccc3c(c2)C(=O)N([C@H](C)CO)C[C@H](C)[C@@H](CN(C)S(=O)(=O)c2ccccc2)O3)cc1 was read as KCNH2 3.1 block -97* and ELG1 repair inh 0%.
`CCCCCCSc1cccc(-c2nc3ccccn3c2NCc2ccccc2)c1` gave KCNH2 3.1 block -9 and ELG1 repair inh -18%.
Screening COC(=O)[C@@]12CCCCN1[C@H](c1ccc(-c3ccc(Cl)c(Cl)c3)cc1)[C@H]1C(=O)N(C)C(=O)[C@H]12 returned KCNH2 3.1 block -1 and ELG1 repair inh 17%.
`CNC[C@H]1Oc2c(NS(=O)(=O)c3ccc(OC)cc3)cccc2C(=O)N([C@H](C)CO)C[C@H]1C` gave KCNH2 3.1 block 0 and ELG1 repair inh inconclusive.
`CCOCc1c(C(=O)NCC(c2ccco2)N2CCCC2)oc2ccccc12` (configuration not stated) gave KCNH2 3.1 block 0 and ELG1 repair inh 13%.
For CN(C)c1ccc(C(=O)NNC(=O)C23CC4CC(CC(C4)C2)C3)cc1 the results were KCNH2 3.1 block 3 and ELG1 repair inh inconclusive.
`C[C@@]12C(=O)N(Cc3ccc(F)cc3)CC(=O)N1[C@H]1c3cc(Cl)ccc3OC[C@@H]1[C@@H]2c1ccccc1` gave KCNH2 3.1 block -10 and ELG1 repair inh inconclusive.
Screening CC(C)[C@H](NC(=O)c1ccccc1F)C(=O)NC1CCCCC1 returned KCNH2 3.1 block -13 and ELG1 repair inh 18%.
For O=C(COC(=O)c1cc(=O)[nH]c(=O)[nH]1)Nc1ccccc1F the results were KCNH2 3.1 block 0 and ELG1 repair inh 24%.
For COc1ccc(CC(=O)N[C@@H]2c3ccccc3CC[C@H]2OCc2ccccc2)cc1 the results were KCNH2 3.1 block -16 and ELG1 repair inh inconclusive.
For CC(=O)c1ccc(N2C(=O)CC(N3CCN(S(=O)(=O)c4cc(C)ccc4C)CC3)C2=O)cc1 (configuration not stated) the results were KCNH2 3.1 block 16 and ELG1 repair inh 6%.
For Cc1ccc(S(=O)(=O)N2CCOCC2)cc1C(=O)Nc1nc(-c2ccccn2)cs1 the results were KCNH2 3.1 block -6 and ELG1 repair inh inconclusive.
For Cc1noc(NS(=O)(=O)c2ccc(NC(=O)c3ccc(F)cc3)cc2)c1C the results were KCNH2 3.1 block -1 and ELG1 repair inh 3%.
CC1CC(C)CN(C(=O)C(C)N2CCN(S(=O)(=O)c3ccc(Br)s3)CC2)C1 (configuration not stated) was read as KCNH2 3.1 block 13 and ELG1 repair inh -28%.
`CC(C)[C@H](NC(=O)c1ccco1)C(=O)OCC(=O)c1ccc(Br)s1` gave KCNH2 3.1 block 5 and ELG1 repair inh -1%.
Screening O=C(O)C1=CC[C@@H](c2ccc(Cl)cc2)N(S(=O)(=O)c2ccc(Cl)cc2)[C@H]1c1ccc(Br)cc1 returned KCNH2 3.1 block 7 and ELG1 repair inh -20%.
For O=C(COC(=O)c1ccccc1OCc1ccccc1Cl)NC1CCS(=O)(=O)C1 (configuration not stated) the results were KCNH2 3.1 block -32 and ELG1 repair inh -8%.
`CC(=O)N1CCN(C(=O)COC(=O)/C=C/c2ccc(C(F)(F)F)cc2)CC1` gave KCNH2 3.1 block 9 and ELG1 repair inh 6%.
Screening COc1ccc([C@@H]2CC=C(C(=O)O)[C@H](c3ccc(C)cc3)N2S(=O)(=O)c2ccc(C)cc2)cc1OC returned KCNH2 3.1 block -6 and ELG1 repair inh 2%.
Screening COc1ccccc1-c1nnc(SCC(=O)Nc2ccc(N3CCOCC3)cc2)n1N returned KCNH2 3.1 block -1 and ELG1 repair inh inconclusive.
`O=C(COC(=O)c1ccc2ccccc2n1)Nc1ccccc1F` gave KCNH2 3.1 block 7 and ELG1 repair inh -5%.
`COc1ccc(-c2sc3ccc(N4CCOCC4)cc3c2C#Cc2ccsc2)cc1` gave KCNH2 3.1 block -21 and ELG1 repair inh 2%.
For CCOc1ccc(Br)cc1S(=O)(=O)NC1=NCCCCC1 the results were KCNH2 3.1 block 8 and ELG1 repair inh -4%.
Cc1ccc([C@@H]2CC=C(C(=O)O)[C@H](c3ccc(Br)cc3)N2S(=O)(=O)c2ccccc2C)cc1 was read as KCNH2 3.1 block 3 and ELG1 repair inh -6%.
For Cc1ccc(C)c(OCCC(=O)Nc2ccccc2C(=O)NC2CC2)c1 the results were KCNH2 3.1 block 10 and ELG1 repair inh -12%.
Cc1cc(NC(=O)CSc2nnc(-c3ccccc3F)n2N)no1 was read as KCNH2 3.1 block -1 and ELG1 repair inh 2%.
`COc1ccc2c(-c3ccc(SC)cc3)c(-c3ccc(S(C)(=O)=O)cc3)sc2c1` gave KCNH2 3.1 block inconclusive and ELG1 repair inh -1%.
Screening C[C@@H]1CN([C@@H](C)CO)C(=O)Cc2cc(NC(=O)Nc3ccc(C(F)(F)F)cc3)ccc2O[C@@H]1CN(C)S(=O)(=O)c1ccc(Cl)cc1 returned KCNH2 3.1 block -16 and ELG1 repair inh 21µM*.
CCN(C[C@H]1N[C@@](C)(C(=O)OC)[C@H]2C(=O)N(C)C(=O)[C@@H]12)S(=O)(=O)c1ccc(F)cc1 was read as KCNH2 3.1 block -4 and ELG1 repair inh inconclusive.
`O=C(C[C@@H]1C/C=C\CC[C@@H](Cc2ccc(F)cc2)C(=O)OC[C@@H]2CCCN2C1=O)N[C@H](CO)Cc1ccccc1` gave KCNH2 3.1 block 5 and ELG1 repair inh inconclusive.
Cc1ccsc1C(=O)OCC(=O)N1C(C)CCCC1C (configuration not stated) was read as KCNH2 3.1 block 0 and ELG1 repair inh inconclusive.
COc1ccccc1/C=C/C(=O)OCC(=O)Nc1ccc2c(c1)OCO2 was read as KCNH2 3.1 block -18 and ELG1 repair inh inconclusive.
COc1ccc2c(c1)OC[C@H]1[C@H]2N2C(=O)CNC(=O)[C@@]2(C)[C@H]1c1ccccc1 was read as KCNH2 3.1 block -11 and ELG1 repair inh 4%.
Screening COc1ccc(S(=O)(=O)N2CCOCC2)cc1NC(=O)Cc1ccsc1 returned KCNH2 3.1 block 0 and ELG1 repair inh 2%.

Only part of the results is shown, so the mix of outcomes need not match the whole.
